# ATXN2 expr inh – inhibitors of ATXN2 expression; HEK-293 ATXN2-luciferase reporter, luminescence, 24 h; Potency, µM (top dose mostly 57 µM), for the others: at the highest dose activity change, negative = inhibition, usual class: inhibitors; 0.72% of 360,000 active; AID 1745845; also: potency is read from the fitted curve at half-maximal effect; % is scaled to controls: 0 for no effect and ±100 for the full control effect; nearly all actives have a fitted effect of over 55% in size
#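 qHTS (up to 57 uM final) was run with 24 h compound exposure of reporter cells at 37 °C. Each well was multiplexed: SteadyGlo luminescence measured ATXN2-luciferase expression after a fluorogenic Gly-Phe-AFC viability readout (25 uM final).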
# S2 tox – reduces viability in counter-screen for ATXN expression inhibitors. S2 cells (HEK-293 line with an ATXN2-luciferase reporter) viability, CellTiter-Fluor protease fluorescence, 24 h. Potency, µM (titrated, usually from 56.7 µM), most hits filed as cytotoxic. 0.49% of 400,000 active. AID 651635; also: potency is read from the fitted curve at half-maximal effect; nearly all actives have a fitted effect of over 40% in size
# Nrf2 activator – Nrf2 pathway activation | Potency, µM (titrated, usually from 46.1 µM), for inactives: at the highest dose activation, usual class: activators | AID 624171 | 0.31% of 410,000 active | AREc32 ARE-luciferase reporter (MCF7-derived line), luminescence, 24 h; also: potency is read from the fitted curve at half-maximal effect; % of control where 0% means no effect; nearly all actives have a fitted effect of over 65% in size
#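 AREc32 cells carrying an ARE-driven firefly luciferase reporter were seeded at 1000 cells/well in OPTI-MEM with 5% FBS, then exposed to compound for 24 hr at 37 deg C. Luminescence was read with Steady-Glo after 30 min at RT.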
# A549 tox – counter-screen for Nrf2 inhibitors: cytotoxicity in A549 cells. A549 ARE-Fluc cells, CellTiter-Fluor viability, 18-24 h. Potency, µM (doses to about 46 µM), for the others: top-dose activity change, negative = cytotoxicity, most hits filed as inhibitors. 0.16% of 390,000 active. AID 504648; also: potency is read from the fitted curve at half-maximal effect; % is scaled to controls: 0 for no effect and ±100 for the full control effect
#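 Cytotoxicity counterscreen: CellTiter-Fluor fluorescence was measured in A549 ARE_Fluc cells after 18-24 h of compound exposure in a concentration series. The subsequent BugLite luminescent read reports ARE-luciferase activity.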
# HepG2 viability – counter-screen for TGF-b inhibitors: cytotoxicity in HepG2 cells; HepG2 CAGA-GFP viability, ATP luminescence, 18 h; Potency, µM (top dose mostly 46.1 µM), inactives show top-dose activity change, negative = cytotoxicity, usual class: cytotoxic; 0.76% of 410,000 active; AID 588856; also: potency is read from the fitted curve at half-maximal effect; some results filed as inactive show a strong effect at the top dose
#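 HepG2 CAGA-GFP cells (1000/well, DMEM with 1% FBS) received compound, then TGF-beta at 500 pg/mL final, and were incubated 18 hours at 37 degrees C. Viability was read by CellTiter-Glo luminescence. Media-only wells were set as complete cell-killing and DMSO as no toxicity.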
# Nrf2 inh – blocks Nrf2 signaling; A549 ARE-Fluc reporter, luciferase luminescence, 18-24 h; Potency, µM (top dose mostly 46 µM), for the others: top-dose activity change, negative = inhibition, hits mostly inhibitors; 2.1% of 360,000 active; also: potency is read from the fitted curve at half-maximal effect; % is scaled to controls: 0 for no effect and ±100 for the full control effect; nearly all actives have a fitted effect of over 60% in size
#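 Reporter: ARE-Fluc in A549. Exposure: 18-24 h, 37 °C, 5% CO2, 5% FBS OPTI-MEM. Readouts: fluorescent cytotoxicity (CellTiter-Fluor), then luminescent Nrf2 signal after BugLite.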
# MCF10A rereplic – induces DNA re-replication in MCF 10a normal breast cells; MCF 10A DNA re-replication, Hoechst nuclear intensity, 48 h; Potency, µM (titrated, usually from 46.1 µM), without a hit: at the top dose activity, positive = re-replication, actives largely listed as activators; 2.9% of 350,000 active; AID 624296; also: potency is read from the fitted curve at half-maximal effect; % of control where 0% means no effect; nearly all actives have a fitted effect of over 50% in size
# TGFb inhibitor – blocks TGF-b signaling; HepG2 CAGA-GFP TGF-b/SMAD3 reporter, GFP fluorescence, 18 h; TGF-beta stimulated, 500 pg/mL final; AID 588855; 1.2% of 410,000 active; Potency, µM (top dose mostly 46.1 µM), without a hit: at the highest dose activity, negative = inhibition, usual class: inhibitors; also: potency is read from the fitted curve at half-maximal effect; % is scaled to controls: 0 for no effect and ±100 for the full control effect; nearly all actives have a fitted effect of over 65% in size
#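 Smad-responsive CAGA-GFP expression was quantified in HEPG2 cells exposed to compounds and 500 pg/mL final TGF-beta for 18 h at 37 degrees C; unstimulated wells defined full inhibition.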
# IL-1B inflam inh – inflammasome signaling inhibition, IL-1 beta readout; THP-1 LPS/ATP IL-1B secretion, AlphaLISA, 16 h; hits give low values; activity change, % at 57.5 µM; 4.7% of 360,000 active; AID 743279; in the data active = activity change below about -50%; inconclusive = mostly about -30% to -49%; also: % is scaled to controls: 0 for no effect and ±100 for the full control effect
#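 Secreted IL-1B measured by AlphaLISA bead assay after 16 h compound exposure of THP-1 cells; compounds (final up to 57.5 uM) added 1 h before LPS (250 ng/mL) and ATP (1.25 mM) stimulation; lower signal means less secretion.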
# * hit, by the source's call; i = inactive; ? = inconclusive; nt = no result given; [ ] = remark or other dose. Unless noted, calls follow the shape of the dose curve; as a rule, active = well fitted curve in the direction sought with a large enough effect; inconclusive = small, poorly fitted or top-dose-only effect, or another doubt; inactive = no such curve, though single readings can be large; an effect the other way counts as inactive or inconclusive.
SMILES,ATXN2 expr inh,S2 tox,Nrf2 activator,A549 tox,HepG2 viability,Nrf2 inh,MCF10A rereplic,TGFb inhibitor,IL-1B inflam inh
CCOC(=O)c1nnc2c(-c3ccc(Cl)cc3)c(C)nn2c1C,4%,i,-0.3%,-2%,-3%,-12%,nt,0%,nt
Cc1ccc(-c2nc(C)c(CCNC(=O)c3ccco3)s2)cc1,43%[activator],i,7.1%,0%,-7%,nt,nt,-14%,nt
COc1ccc(C(=O)CCC(=O)Nc2cc(C)ccc2C)cc1,0%,i,0.1%,14%,-9%,nt,nt,-4%,nt
O=C1C=C(O)CC(c2ccc(Cl)c(Cl)c2)C1 (stereo unspecified),5%,i,-0.4%,-7%,25%,3%,5µM*,12%,22
COc1ccccc1NC(=O)NC1(C(=O)NCC2CCCO2)CCCCC1 (stereo unspecified),13%,i,-1.2%,-15%,3%,-5%,2%,20%,-17
CCCn1c(N)c(N(CCOC)C(=O)c2ccc(C#N)cc2)c(=O)[nH]c1=O,2%,i,0.4%,-19%,-16%,-7%,16%,28%,6
CC(C)c1ccc(CNC(=O)C2CC(=O)N(C3CCCCC3)C2)cc1 (stereo unspecified),-15%,i,0.1%,-1%,-37%,2%,3%,-28%,-1
COc1cc(Cl)c(S(=O)(=O)NCCc2c(C)[nH]c3c(C)cccc23)cc1Cl,?,?,2.9%,-1%,-62%,-30%,nt,?,nt
C=CCNC(=O)NC(=O)COC(=O)/C=C/c1cccc([N+](=O)[O-])c1,-14%,i,0.4%,-10%,4%,-13%,-3%,5%,-12
CC(=O)Nc1ccc(NC(=O)c2c(C)nc3ccccn23)cc1,19%,i,-0.2%,2%,0%,0%,16%,-2%,11
Cc1nnc(SCC(=O)Nc2sc3c(c2C#N)CCCCC3)n1N,16%,i,11%,7%,0%,?,-3%,-3%,29
COc1cc(NC(=O)CSc2nnc3ccc(-c4ccncc4)nn23)cc(OC)c1,6%,i,0.7%,3%,-39%,-20%,4%,-16%,-4
O=C1CSc2ccc(C(=O)NCC(c3ccco3)N3CCCCC3)cc2N1 (stereo unspecified),-21%[11.3 µM],i,0.2%,1%,-15%,4%,12%,-9%,26
Cc1ccc(NC(=O)CCCc2ccccc2)c([N+](=O)[O-])c1,6%,i,0.0%,1%,-29%,?,7%,-11%,-6
COc1ccc(CCNC(=O)c2cnn(-c3ccc(F)cc3)c2C2CCN(C(=O)OC(C)(C)C)CC2)cc1OC,nt,nt,-0.8%,-2%,-17%,9%,nt,?,nt
O=C1NC(c2ccccc2)Nc2c1sc(=S)n2-c1ccccc1 (stereo unspecified),-13%,i,5.1%,-2%,-23%,?,0%,-16%,15
CCc1ccc2c(c1)C(O)(CC(=O)c1cccs1)C(=O)N2 (stereo unspecified),-7%,i,2.3%,5%,-5%,-8%,18%,-4%,58
Fc1ccc(N/N=C/C=C/c2ccccc2)c(F)c1,6%,i,3.9%,11%,-4%,-9%,-8%,3%,?
O=C(OCn1nnc2ccccc2c1=O)C1CCN(S(=O)(=O)c2cccs2)CC1,1%,i,0.1%,-2%,-15%,6%,-4%,1%,29
O=C(/C=C/c1ccccc1)NCCc1ccccc1,34%,i,6.1%,-8%,3%,5%,-2%,7%,12
O=C1c2ccccc2C(=O)c2c1ncn2-c1ccccc1,0%,?,0.2%,-27%,-76%,?,?,?,43
CCOC(=O)Cn1c(=O)n(-c2ccc(Cl)cc2)c2nc(-c3ccc(Cl)cc3)nc(C(N)=O)c21,-1%,i,0.5%,-10%,-13%,nt,nt,29%,nt
Cc1cc(C)cc(OCC(=O)OCc2nnc(-c3ccccc3)o2)c1,-3%,i,-0.1%,9%,3%,15%,?,21%,-19
Cc1ccc(C(=O)Nc2nnc(-c3ccncc3)o2)cc1,22%,?,2.0%,1%,-21%,21%,3%,-1%,2
CCOc1ccccc1CNS(=O)(=O)c1ccc(-c2coc(C)n2)cc1,-23%,i,0.4%,2%,-16%,nt,nt,-12%,nt

# As entered above.
# For TGFb inhibitor, CCOC(=O)Cn1c(=O)n(-c2ccc(Cl)cc2)c2nc(-c3ccc(Cl)cc3)nc(C(N)=O)c21 shows 29%
# For Nrf2 activator, Cc1ccc(NC(=O)CCCc2ccccc2)c([N+](=O)[O-])c1 shows 0.0%

# The list continues:
SMILES,ATXN2 expr inh,S2 tox,Nrf2 activator,A549 tox,HepG2 viability,Nrf2 inh,MCF10A rereplic,TGFb inhibitor,IL-1B inflam inh
CCN1C(=NCCc2ccc(Br)cc2)N[C@@H](c2ccccc2)[C@H](C(=O)OC)[C@H]1C,?,?,-1.5%,7%,-48%,13%,-41%[inhibitor],-33%,0
O=C1CC(C(=O)O)NC(=S)N1 (stereo unspecified),-5%,i,-0.3%,0%,-5%,-3%,-29%,8%,3
CCc1noc(C)c1C(=O)N(C)CC(=O)Nc1ccccc1Br,-9%,?,-0.5%,-5%,0%,4%,0%,4%,21
O=C(N/N=C/c1c(Cl)[nH]c2ccccc12)c1sc2ccccc2c1Cl,-8%,i,3.5%,-11%,0%,-5%,18%,0%,0
C/C(=N/N=C(/C)c1cccs1)c1cccs1,78%[activator],i,?,8%,-59%,?,-10%,0%,-12
O=C(Oc1ccc(=O)n(-c2ccccc2)n1)c1ccc(Cl)cc1,-4%,i,0.5%,-9%,-11%,-9%,-8%,?,22
CCN(Cc1ccccc1)C(=O)c1ccc(Cl)cc1[N+](=O)[O-],4%[11.3 µM],i,-0.1%,-4%,-4%,1%,-1%,1%,20
CCN(CC)c1ccc(NC(=O)c2[nH]c(C)c(C(C)=O)c2C)c(C)c1,6%,i,0.3%,-14%,-2%,?,1%,-7%,-11
C[C@@H]1CC2[C@@H]3CC[C@H]4CC(=O)CC[C@]4(C)C3=CC[C@]2(C)[C@@]1(O)C(=O)CO (stereo partly specified),-5%,i,-0.3%,-8%,-34%,0%,-5%,?,18
NC(=O)COc1ccc(NC(=O)CC23CC4CC(CC(C4)C2)C3)cc1,-35%,?,-0.8%,-4%,-30%,-11%,3%,-22%,5
COc1ccc(N=C2NN=C(c3c(C)[nH]c4ccccc34)CS2)cc1,-23%,?,7.7%,-22%,-21%,2%,18µM*,?,?
COc1ccc(CCn2c(C)cc(C(=O)COC(=O)c3cnc(C)cn3)c2C)cc1,-22%,i,1.7%,-3%,0%,-12%,0%,3%,-8
CC(=O)C1C(c2ccc([N+](=O)[O-])cc2)c2c(noc2C)CC1(C)O (stereo unspecified),8%,i,-0.4%,1%,-26%,7%,-7%,?,nt
CCN1C(=O)[C@@H]2[C@@H](c3ccc(-c4ccc5c(c4)OCO5)c(OC)c3)N3CCC[C@@]3(C(=O)OC)[C@@H]2C1=O,6%,i,0.1%,-8%,0%,7%,4%,-9%,3
CCCS(=O)(=O)N1CC(=O)N(c2ccccc2C)C(C)(C(=O)NC2CCCCC2)C1 (stereo unspecified),nt,nt,0.6%,3%,8%,16%,nt,0%,nt
CCOc1ccc(S(=O)(=O)NCCC(=O)N(C)Cc2cccs2)cc1,-14%,i,0.2%,0%,1%,7%,-7%,6%,6
CCOc1ccc(C2C(=O)N(C3CCCCCC3)CC(=O)N2CCc2ccc(OC)c(OC)c2)cc1OC (stereo unspecified),nt,nt,0.5%,-1%,-8%,nt,nt,-34%,nt
CCOc1ccc(-n2c(SCc3ccc(C(=O)OC)o3)nc3c(c2=O)SCC3)cc1,7%,i,-0.5%,-5%,-4%,?,7%,0%,6
CCOC(=O)c1nn(-c2ccccc2F)c(-c2ccccc2)c1C(=O)c1ccccc1,5%,i,12%,3%,-2%,-28%,8%,-18%,-16
COc1cc(CC(=O)C(=O)O)oc(=O)c1,nt,i,-0.9%,nt,3%,nt,nt,-1%,-6
CCCCCCCNC(=O)CN1N=C(c2ccc(C)cc2)CCC1=O,0%,i,-1.8%,-1%,-34%,-11%,-3%,-21%,0
O=C(NCc1ccccc1)C1c2ccccc2OCC(=O)N1Cc1ccco1 (stereo unspecified),17%,i,-1.0%,nt,nt,nt,nt,nt,19
CCOC(=O)Nc1sc(C)c(C)c1C(=O)OCC,-30%,i,-0.4%,22%,8%,-14%,1%,1%,29
CC(=O)C(Cc1ccccc1)NC(=O)CN1c2cccc3cccc(c23)S1(=O)=O (stereo unspecified),-4%,i,0.2%,?,-6%,-30%,0%,-15%,-4
CCOC(=O)[C@]12CCC=C1N(Cc1ccc3c(c1)OCO3)C(=O)[C@H](CC(=O)N1CCC(c3ccccc3)CC1)C2,-26%,?,1.1%,nt,nt,nt,nt,nt,?
# Further compounds
SMILES,ATXN2 expr inh,S2 tox,Nrf2 activator,A549 tox,HepG2 viability,Nrf2 inh,MCF10A rereplic,TGFb inhibitor,IL-1B inflam inh
CCc1ccc(N2CC(C(=O)OCC(=O)NC3CC3)CC2=O)cc1 (stereo unspecified),2%,i,0.2%,2%,13%,0%,1%,-6%,-5
COC(=O)N/N=C/c1ccc(-c2ccc(Cl)c(Cl)c2)o1,-20%,i,-1.3%,3%,-6%,18%,2%,20%,13
CCOc1ccccc1N1C(=O)c2ccc(S(=O)(=O)c3ccc(C(=O)O)cc3)cc2C1=O,-5%,i,-0.4%,-1%,-5%,-5%,-23%,8%,17
CC(C)(C)N(NC(=O)Nc1ccc(Cl)cc1)C(=O)c1ccccc1,-1%,i,3.5%,-14%,-3%,10%,0%,16%,2
Cc1ccc(S(=O)(=O)c2c(N)n(CCN3CCOCC3)c3nc4ccccc4nc23)cc1C,-4%,i,0.2%,-11%,0%,-26%,?,1%,?
CCOC(=O)C1CCN(C(=O)c2cc3c(=O)n4cccc(C)c4nc3s2)CC1,0%,i,3.3%,-15%,-6%,48%,16%,15%,26

# Part of the list above with just Nrf2 activator and MCF10A rereplic:
mol	Nrf2 activator	MCF10A rereplic
CCOC(=O)c1nn(-c2ccccc2F)c(-c2ccccc2)c1C(=O)c1ccccc1	12%	8%
C=CCNC(=O)NC(=O)COC(=O)/C=C/c1cccc([N+](=O)[O-])c1	0.4%	-3%

# Screening data as filed in PubChem BioAssay.
